Compound activity: PubChem BioAssay, National Center for Advancing Translational Sciences (NCATS)
GAA inh = alpha-glucosidase (human) inhibition; P10253; purified human GAA, 4-MU-alpha-glucoside fluorescence; Potency, µM (highest dose often 76.9 µM), for inactives: at the highest dose activity change, negative = inhibition, actives largely listed as inhibitors; actives 0.005% (n = 200,000);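 note: plate controls were uninhibited enzyme wells for no effect and no-enzyme background for full effect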
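Compounds are titrated up to 77 uM against 4 nM human enzyme. Substrate 4-methylumbelliferyl-alpha-D-pyranoside (400 uM) reacts 20 min at room temperature in pH 5.0 buffer; liberated 4-methylumbelliferone is read at 440 nm.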
GAA spleen mod = inhibits or activates alpha-glucosidase in human spleen homogenate | actives 0.006% (n = 240,000) | Potency, µM (series often up to 79.9 µM), for the others: at the highest dose activity change, negative = inhibition, most hits filed as inhibitors | AID 2112 | P10253 | human spleen homogenate, 4-MU-alpha-glucoside fluorescence;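 note: 0% = enzyme with vehicle and -100% = no enzyme basal signal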
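Compounds were titrated against alpha-glucosidase in spleen homogenate at pH 5.0, with 1 mM 4-methylumbelliferyl substrate for 40 min at 37 C. Reactions were quenched with pH 10 NaOH/glycine and fluorescence measured.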
HTT ATP protect = Huntington cell model cytoprotection by ATP luminescence; actives 0.14% (n = 230,000); Potency, µM (series often up to 56.4 µM), for inactives: cytoprotection (ATP increase), hits mostly activators; AID 1471; PC12 HTT-Q103 induced, cytoprotection, ATP luminescence, 40 h;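 note: % of control where 0% means no effect; nearly all actives have a fitted effect of over 45% in size; toxic huntingtin expression switched on by the ecdysone agonist tebufenozide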
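PC12 cells stably carrying ecdysone-inducible Htt exon 1 (Q103)–GFP were induced with 100 nM tebufenozide (final) alongside library compounds in a dose series. Cytoprotection was scored as retained ATP by ATPlite luminescence.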
IMPase Li inh = IMPase inhibition in cells with lithium potentiation; Potency, µM (highest dose often 59.4 µM), for the others: at the top dose activity, negative = IMPase inhibition, actives largely listed as inhibitors; actives 0.35% (n = 210,000); AID 1457; CHO-M1 cells, IP1 TR-FRET (IP-One), carbachol + lithium;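 note: IP1 builds up when IMPase is blocked and the TR-FRET signal falls; plate controls were basal vehicle for no effect and high inhibitor control for full effect; nearly all actives have a fitted effect of over 50% in size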
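CHO-M1, 2000 cells/well, 16–30 h culture; cpd + low Li+, 30 min 37C; lysis with d2-IP1/Eu-anti-IP1 Ab, 10 min RT; TR-FRET 665/620 ratio and 620 channel; AC50 via Hill.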
GoLoco inh red = RGS12 GoLoco-Gai1 interaction inhibition | AID 880 | Gai1:RGS12 GoLoco peptide FP, rhodamine, 10 min | P63096 | Potency, µM (highest dose often 61.6 µM), for inactives: at the highest dose activity, negative = inhibition, hits mostly inhibitors | actives 0.44% (n = 230,000); active = well fitted inhibition curve with a large enough effect, not every such curve was filed as active; inactive = no such curve, though single readings can be large or run the other way; note: % is set by controls: 0 for no effect and ±100 for the full control effect; nearly all actives have a fitted effect of over 30% in size; many of its hits are not listed in these tables
Target sequence (P63096 whole entry, looked up): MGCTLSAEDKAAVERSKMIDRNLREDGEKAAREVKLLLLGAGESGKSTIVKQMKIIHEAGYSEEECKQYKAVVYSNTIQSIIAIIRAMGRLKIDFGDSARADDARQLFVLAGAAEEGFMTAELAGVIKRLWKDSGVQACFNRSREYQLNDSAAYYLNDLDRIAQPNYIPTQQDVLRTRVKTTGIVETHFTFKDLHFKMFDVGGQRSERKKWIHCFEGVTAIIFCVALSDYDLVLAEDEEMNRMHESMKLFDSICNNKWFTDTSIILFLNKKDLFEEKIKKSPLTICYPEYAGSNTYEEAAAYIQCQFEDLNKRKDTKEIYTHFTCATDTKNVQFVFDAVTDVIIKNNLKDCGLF
HTT aggregate = inhibitors of mutant huntingtin aggregate formation in PC12 cells; PC12 HttQ103-GFP aggregates, Acumen cytometry, 40 h; Potency, µM (top dose mostly 46.1 µM), without a hit: at the top dose activity change, negative = inhibition, hits mostly inhibitors; actives 1.1% (n = 220,000); note: % is set by controls: 0 for no effect and ±100 for the full control effect; nearly all actives have a fitted effect of over 60% in size
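PC12/HTTQ103-GFP, ecdysone-inducible; teb 100 nM; cpd qHTS titration; GFP aggregates read on laser cytometer, Ex 488/Em 500-530 nm.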
GAA glycogen = inhibitors or activators of human alpha-glucosidase glycogen cleavage; P10253; recombinant GAA, glycogen substrate, Amplex Red glucose oxidase fluorescence; Potency, µM (top dose mostly 76.4 µM), inactives show at the top dose activity change, negative = inhibition, most hits filed as inhibitors; actives 0.38% (n = 300,000); AID 2100;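 note: 0% = full enzyme reaction and -100% = no-enzyme basal signal; the screen sought inhibitors and activators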
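Recombinant human alpha-glucosidase (4 nM final) hydrolysed bovine liver glycogen (30 ug) for 40 min at 37 C in pH 5.0 citrate/phosphate with 0.01% Tween-20. Released glucose detected by glucose oxidase/Amplex Red, Ex 573/Em 610 nm. Compounds up to 77 uM; AC50 from Hill fits.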
The depositor's hits bear a star; ? = inconclusive; / = not tested or not shown; [ ] = another dose, or the depositor's remark. Unless noted, calls come from the whole dose curve; as a rule, active = well fitted curve in the direction sought with a large enough effect; inconclusive = small, poorly fitted or top-dose-only effect, or another doubt; inactive = no such curve, though single readings can be large; an effect the other way counts as inactive or inconclusive. Potency is the fitted concentration of half-maximal effect.

Below each compound: GAA inh	GAA spleen mod	HTT ATP protect	IMPase Li inh	GoLoco inh red	HTT aggregate	GAA glycogen
CC(c1ccccc1)C1C(C#N)=C(N)OC2=C1C(=O)CC(C)(C)C2 (configuration not stated)
→ -6.8%	2.7%	0.3%	2.2%[38.3 µM]	8.1%	3.1%[9.22 µM]	-12.4%
Cc1cc(N(C)C)nc(SC(C)C)n1
→ 1.7%	0.6%	4.6%[10 µM]	42.5%[activator][38.3 µM]	2.3%	-13.3%	2.9%
COc1ccc(C(=O)CSc2nc(C)cc(=O)[nH]2)cc1
→ -5.5%	-3.7%	19.6%[1.9 µM]	19.3%[38.3 µM]	-0.9%	13.6%	-6.6%
COc1ccc(OC)c(CNC(=O)CCNC(=O)Cn2ccc3ccccc3c2=O)c1
→ 4.9%	1.1%	12.2%	10.4%[38.3 µM]	-2.5%	8.3%	-2.0%
CC(C)CC(=O)Nc1ccccc1-c1nnn(CC(=O)N2CCOCC2)n1
→ -7.2%	-6.8%	-12.1%[1.9 µM]	21.6%[38.3 µM]	5.0%	-9.5%	3.2%
COC(=O)c1cc(OC)c(OC)cc1NC(=O)CCC1CCCC1
→ -1.0%	-4.8%	3.0%[10 µM]	7.0%	6.6%	-14.8%	-5.7%
Cc1cccc(CN2CCN(c3nc4nonc4nc3NC3CC3)CC2)c1
→ /	-3.7%	-10.3%[10 µM]	-2.7%	-39.4%	13.8%[9.22 µM]	4.8%
CC(c1nc2ccccc2o1)N1C(=O)c2ccccc2C1=O (configuration not stated)
→ 5.0%	-1.0%	-0.9%[10 µM]	1.3%	9.7%	3.8%	7.7%
COC(=O)N(C)c1ccccc1C(=O)N1CCOCC1
→ 6.8%	5.9%	13.0%	-3.2%[38.3 µM]	-1.0%	3.6%	-3.0%
CC(=O)c1cc(-c2ccccc2)n(CC(=O)NC2CCCC2)c1C
→ -8.5%	-0.5%	-8.8%	-3.7%[38.3 µM]	-2.2%	8.7%	8.6%
COC(=O)c1c(NC(=O)/C=C/C(=O)O)sc(C)c1-c1ccc(C)c(C)c1
→ -10.8%	-4.2%	/	-2.9%	6.6%	?	-2.2%
CC(=O)N1CCN(C(=O)c2cc(C)nc3ccccc23)CC1
→ 6.1%	-4.8%	6.6%[10 µM]	-4.1%	7.7%	7.6%	-24.3%
CCOC(=O)C1CCCN(c2c(NCCN(C)Cc3ccccc3)c(=O)c2=O)C1 (configuration not stated)
→ 4.0%	2.9%	-12.3%	-1.0%[38.3 µM]	12.7%	7.0%	19.3%
Cc1nc(C)c(-c2csc(Nc3cccc(O)c3)n2)s1
→ 10.0%	-2.2%	-5.9%[10 µM]	15.7%	13.1%	-8.6%[9.22 µM]	-12.1%
COCCNC(=O)CSc1nc2cc3c(cc2c(=O)n1CCCC(=O)NCc1ccc(OC)cc1)OCO3
→ ?	1.1%	-20.8%	-1.1%	4.1%	-10.6%	3.9%

Full records from above. Order of screens: GAA inh | GAA spleen mod | HTT ATP protect | IMPase Li inh | GoLoco inh red | HTT aggregate | GAA glycogen
CC(c1nc2ccccc2o1)N1C(=O)c2ccccc2C1=O (configuration not stated) in the list: 5.0% | -1.0% | -0.9%[10 µM] | 1.3% | 9.7% | 3.8% | 7.7%
COC(=O)c1c(NC(=O)/C=C/C(=O)O)sc(C)c1-c1ccc(C)c(C)c1 in the list: -10.8% | -4.2% | / | -2.9% | 6.6% | ? | -2.2%
CC(=O)N1CCN(C(=O)c2cc(C)nc3ccccc23)CC1 in the list: 6.1% | -4.8% | 6.6%[10 µM] | -4.1% | 7.7% | 7.6% | -24.3%

The listing continues.
Below each compound: GAA inh	GAA spleen mod	HTT ATP protect	IMPase Li inh	GoLoco inh red	HTT aggregate	GAA glycogen
C/C(=N\Nc1nc(-c2cc(C)ccc2C)cs1)c1cc2c(ccc3ccccc32)oc1=O
→ -5.5%	-5.4%	12.9%[10 µM]	0.4%	45.9%[activator]	7.8%	-20.7%
CCOC(=O)c1c(NC(=O)CSc2n[nH]c(N)n2)sc(CC)c1C
→ -10.2%	0.3%	-8.4%	-12.2%[38.3 µM]	6.4%	-17.8%[9.22 µM]	-4.7%
O=C(Nc1ccc(N2CCN(Cc3ccccc3)CC2)cc1)c1ncn[nH]1
→ 6.8%	-0.7%	15.0%	5.3%[38.3 µM]	8.5%	-0.9%	1.8%
CCn1c(SCC(=O)N2CCCCC2C)nc2ccsc2c1=O (configuration not stated)
→ 11.9%	1.7%	-22.3%	-11.7%[38.3 µM]	-4.1%	-10.6%	11.7%
NC(=O)C(=O)N/N=C/c1ccc([N+](=O)[O-])o1
→ /	/	-372.3%[inhibitor]	/	1.8%	-100.0%	/
CCc1cc2c(cc3c(=O)n(CC(=O)NCCCN4CC(C)CC(C)C4)ncn32)s1 (configuration not stated)
→ -5.9%	-0.9%	-19.9%	9.7%[38.3 µM]	-5.9%	-6.2%	9.0%
O=C(O)c1ccc(Nc2nc(-c3cccnc3)nc3ccccc23)cc1
→ /	0.2%	7.1%[10 µM]	-4.5%	5.1%	-2.5%[9.22 µM]	8.9%
N#Cc1ccccc1OCC(=O)NC(N)=O
→ ?	2.7%	-7.0%	20.1%[38.3 µM]	-14.3%	-5.0%	2.9%
Cc1cnn(C(=O)c2ccccc2Br)c1
→ -2.2%	-3.0%	2.4%	17.7%[38.3 µM]	3.8%	-17.5%	6.5%
CC[C@H](C)[C@@H](C(=O)N1CCNCC1)n1cc([C@@H](N)CC(C)C)nn1
→ /	-4.6%	10.3%[10 µM]	7.4%	-0.6%	-9.2%[9.22 µM]	7.1%
O=C(CCSc1nc(-c2ccc3c(c2)OCO3)cc(C(F)(F)F)n1)NCc1ccccc1
→ ?	-4.6%	-9.4%[10 µM]	11.2%	5.2%	-7.0%	1.8%
CSc1ncc(CN2CCN(CCC(C)C)C(CCO)C2)cn1 (configuration not stated)
→ -1.6%	0.5%	15.3%[10 µM]	14.5%	17.0%	22.9%[9.22 µM]	16.1%
O=C(NCc1ccccc1)N[C@@H](Cc1c[nH]c2ccccc12)C(=O)O
→ 5.2%	2.5%	-19.9%[0.074 µM]	/	/	1.3%	-14.5%
CC(C)c1ccc2occ(-c3nn[nH]n3)c(=O)c2c1
→ 0.9%	-2.5%	23.7%[10 µM]	3.3%	-14.7%	13.3%	-0.9%
CCOC(=O)C1CCCN(C(=O)/C=C/c2ccc(OC)cc2)C1 (configuration not stated)
→ ?	4.0%	-7.7%[10 µM]	10.1%	1.5%	4.7%[9.22 µM]	0.5%
CN(C)C1C(=O)C(C(N)=O)C(=O)C2(O)C(=O)C3C(=O)c4c(O)ccc(Cl)c4C(O)C3CC12 (configuration not stated)
→ /	-4.5%	?	10µM*	5.6%	/	/
O=c1cc(-c2ccccc2)c2c([nH]1)CCCC2
→ -7.8%[15.4 µM]	-4.6%	2.9%[0.074 µM]	-7.4%[38.3 µM]	-47.8%	4.9%	5.3%
O=C(O)c1ccc(N/N=C/C2=C(N3CCOCC3)C(=C\c3ccccc3)/CC2)cc1
→ /	-10.4%	-2.6%[10 µM]	/	-10.7%	6.6%[9.22 µM]	?
CCOC(=O)Oc1ccc2oc(=O)cc(C)c2c1
→ -3.4%	-1.0%	1.7%	-4.0%[38.3 µM]	-2.4%	8.5%	1.0%
O=C(NCCO)c1ccccc1O
→ 0.4%	-0.2%	7.0%	13.1%[38.3 µM]	-9.9%	10.4%	-2.9%
Cc1cc(C(=O)COC(=O)C2COc3ccccc3O2)c(C)n1CC1CCCO1 (configuration not stated)
→ -2.9%	-3.6%	24.9%[10 µM]	30.8%[38.3 µM]	8.0%	-15.5%	-3.9%
CN(c1ccc(OCC(=O)Nc2ccc3[nH]c(=O)[nH]c3c2)cc1)S(=O)(=O)c1ccc(Cl)cc1
→ -11.7%	-6.7%	32.9%	22.5%[38.3 µM]	10.3%	-23.2%	3.1%
COc1ccc(NC(=O)Nc2ccccc2F)c([N+](=O)[O-])c1
→ 9.2%	-3.2%	5.5%[10 µM]	-1.9%	-3.5%	23.5%	9.0%
O=C(CSc1nnnn1C1CCCC1)Nc1ccccc1F
→ /	-1.7%	0.7%[10 µM]	/	-11.2%	36.3%[9.22 µM]	5.2%
C=CCN1C(=O)C(Cc2ccc(OC)cc2)S/C1=N/N=C/c1ccco1 (configuration not stated)
→ -13.3%	-3.1%	5.4%[10 µM]	19.7%	18.9%	21.6%	-1.2%
CN(CC(=O)NC1CC1)S(=O)(=O)c1ccc(F)cc1
→ ?	-0.3%	1.3%[10 µM]	9.8%	5.9%	4.8%[9.22 µM]	-9.2%
COc1ccc(C(C#N)Nc2ccccc2)cc1 (configuration not stated)
→ -4.4%	4.3%	18.0%	-0.5%[38.3 µM]	-1.8%	3.9%[9.22 µM]	-1.2%
CCOC(=O)c1cnn2c(C)cc(-c3ccc(F)cc3)nc12
→ -0.4%	-5.1%	-13.3%	-10.0%[38.3 µM]	-4.8%	-16.2%	-0.6%
CC(CN(C)C)CN1c2ccccc2Sc2ccccc21 (configuration not stated)
→ /	4.9%	-35.2%	29.3%	-0.6%	/	/
O=C(CCC(=O)c1cccs1)NCc1ccccc1
→ 8.7%	-6.6%	-1.0%[10 µM]	-3.3%	0.4%	9.3%	1.0%
O=C(NC(=S)Nc1ccccc1N1CCCCC1)c1ccc(-c2cccc([N+](=O)[O-])c2)o1
→ -7.9%	-3.6%	-11.7%	20.8%[38.3 µM]	23.9%	19.2%	-8.9%
O=C(COC(=O)c1cccnc1Cl)Nc1ncc(Cl)cc1Cl
→ 2.1%	-14.3%	-21.7%	-13.0%	6.4%	-12.0%	-15.9%
COc1cc(/C=C(\NC(=O)c2ccccc2)C(=O)N2CC3CC(C2)c2cccc(=O)n2C3)cc(OC)c1OC (configuration not stated)
→ /	5.5%	1.5%[10 µM]	/	-10.9%	6.1%[9.22 µM]	2.4%
COCCn1c(SCC(=O)N2CCCC2)nnc1-c1ccoc1C
→ ?	5.3%	-5.8%	1.3%[38.3 µM]	-2.3%	-2.0%	-4.4%
COC(=O)c1ccc(-c2noc(CN(Cc3ccccn3)CC3CCCO3)n2)cc1 (configuration not stated)
→ -5.0%	1.8%	-17.9%[10 µM]	7.9%	6.5%	-11.7%[9.22 µM]	-3.1%
CCCn1c(-c2ccc(F)cc2)nc2c(NCCCCN(C)C)nc(C)nc21
→ /	5.3%	4.2%	3.8%	-4.3%	/	/

These rows are one share of the data; count on the stated rates, not on these rows.
